# Compound activity from PubChem BioAssay.
# RGS4 inhibitor – blocks human RGS4-accelerated GTP hydrolysis; AID 504845; Potency, µM (titrated, usually from 114 µM), inactives show at the top dose activity change, negative = inhibition, actives largely listed as inhibitors; hit rate 0.039% among 390,000; Transcreener GDP fluorescence polarization, RGS4-accelerated GTP hydrolysis; further: on the % scale 0 is the no-effect control and ±100 the full control effect; nearly all actives have a fitted effect of over 75% in size; some results filed as inactive show a strong effect at the top dose
# Target sequence (P49798 whole entry, looked up): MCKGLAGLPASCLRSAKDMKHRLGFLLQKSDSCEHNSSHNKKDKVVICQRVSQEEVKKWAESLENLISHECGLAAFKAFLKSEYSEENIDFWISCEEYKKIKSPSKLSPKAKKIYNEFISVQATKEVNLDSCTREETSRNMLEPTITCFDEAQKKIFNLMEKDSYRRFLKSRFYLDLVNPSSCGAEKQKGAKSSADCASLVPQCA
#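 MLSMR compounds (23 nl, pin-transferred) preincubated 10 min at room temperature with a 500nM (2x) first reagent, then RGS4 at 900nM (2x) plus Transcreener GDP mix added; fluorescence polarization (620/688 nm) read before and after 90 min at 30 °C.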
# rTrxR1 inhibitor – blocks rat thioredoxin reductase 1. hit rate 1% among 390,000. O89049. Potency, µM (top dose mostly 114 µM), for inactives: at the highest dose activity change, negative = inhibition, actives largely listed as inhibitors. recombinant rTrxR1, NADPH fluorescence consumption, selenite substrate; further: on the % scale 0 is the no-effect control and ±100 the full control effect; nearly all actives have a fitted effect of over 65% in size
#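 Rat TrxR1 (90 nM in the dispensed reagent) was pre-reduced with 400 uM NADPH for 5 min at room temperature, then incubated with compound for 15 min. After 400 uM selenite was added, NADPH fluorescence (Ex 340/Em 450 nm) was followed for 8 min.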
# RXFP1 ag – activates the human relaxin receptor RXFP1; Q9HBX9; Potency, µM (highest dose often 57.5 µM), for the others: top-dose activation, hits mostly activators; HEK293T-RXFP1 cAMP TR-FRET, 30 min; response scale: percent of porcine relaxin response, buffer zero; AID 2676; hit rate 0.3% among 370,000; further: on the % scale 0 is the no-effect control and ±100 the full control effect; nearly all actives have a fitted effect of over 60% in size; many of its hits are not listed in these tables
# Target sequence (Q9HBX9 whole entry, looked up): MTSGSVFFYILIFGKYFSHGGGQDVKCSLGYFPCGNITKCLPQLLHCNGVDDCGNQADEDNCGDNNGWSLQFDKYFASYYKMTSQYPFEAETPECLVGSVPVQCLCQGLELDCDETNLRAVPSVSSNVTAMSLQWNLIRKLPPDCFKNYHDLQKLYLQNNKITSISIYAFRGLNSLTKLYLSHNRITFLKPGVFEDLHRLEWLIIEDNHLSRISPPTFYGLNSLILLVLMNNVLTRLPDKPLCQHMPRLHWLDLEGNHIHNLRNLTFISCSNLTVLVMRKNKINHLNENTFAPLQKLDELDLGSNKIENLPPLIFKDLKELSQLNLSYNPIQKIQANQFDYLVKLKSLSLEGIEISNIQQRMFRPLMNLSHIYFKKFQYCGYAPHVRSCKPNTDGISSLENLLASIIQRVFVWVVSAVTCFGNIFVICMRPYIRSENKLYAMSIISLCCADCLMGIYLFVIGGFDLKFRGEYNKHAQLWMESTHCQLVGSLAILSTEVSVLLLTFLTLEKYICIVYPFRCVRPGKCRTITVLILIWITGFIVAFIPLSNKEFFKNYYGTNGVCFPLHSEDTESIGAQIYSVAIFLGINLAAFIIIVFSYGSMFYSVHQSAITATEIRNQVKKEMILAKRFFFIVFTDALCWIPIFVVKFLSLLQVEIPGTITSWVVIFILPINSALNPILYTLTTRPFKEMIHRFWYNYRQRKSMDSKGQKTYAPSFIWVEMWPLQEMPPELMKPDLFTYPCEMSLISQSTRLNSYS
#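 Agonist response is measured as cAMP accumulation in an RXFP1-transfected HEK293T line under PDE4 inhibition. Values are scaled between buffer-only and 29 nM porcine relaxin, and EC50s come from standard Hill equation fits.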
# USP1-UAF1 inh – inhibitors of human USP1/UAF1 deubiquitinase. Potency, µM (highest dose often 57.1 µM), without a hit: at the highest dose activity change, negative = inhibition, hits mostly inhibitors. O94782. AID 743255. recombinant USP1/UAF1, Ub-Rhodamine cleavage fluorescence. hit rate 0.23% among 390,000; further: on the % scale 0 is the no-effect control and ±100 the full control effect; nearly all actives have a fitted effect of over 60% in size; inactives centre near -12
#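 USP1/UAF1 complex at 1 nM was preincubated with compound for 15 min at room temperature, then Ub-Rho substrate (150nM final) was added. Fluorescence (480/540 nm) was read kinetically, 6 reads every 60 seconds.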
# 12-LOX inh – blocks human arachidonate 12S-lipoxygenase; P18054; purified 12hLO, xylenol orange hydroperoxide absorbance; Potency, µM (top dose mostly 108 µM), inactives show top-dose activity change, negative = inhibition, usual class: inhibitors; hit rate 1.1% among 580,000; further: on the % scale 0 is the no-effect control and ±100 the full control effect
#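 Hydroperoxide product was detected by ferrous iron/xylenol orange as the 573 to 405 nm absorbance ratio. Arachidonic acid at 40 uM (final) was turned over for 30 min at room temperature by 150 nM human 12hLO, pH 7.0 Hepes buffer, after 15 min compound preincubation.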
# IDH1 R132H inh – blocks human mutant IDH1 R132H enzyme; IDH1-R132H enzyme, NADPH consumption, diaphorase/resazurin fluorescence; AID 602179; O75874; Potency, µM (titrated, usually from 76.6 µM), without a hit: top-dose activity change, negative = inhibition, usual class: inhibitors; hit rate 0.093% among 390,000; further: on the % scale 0 is the no-effect control and ±100 the full control effect; nearly all actives have a fitted effect of over 65% in size
#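 IDH1-R132H (0.5 ug/mL) preincubated 30 min with compound, then NADPH (0.016 mM) and alpha-KG (2 mM) added; 80 min at RT, pH 7.5. Remaining NADPH coupled via diaphorase/resazurin to fluorescence (540/590 nm); concentration-response curves normalized to no-enzyme control.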
# Vif-A3G inh – blocks the Vif interaction with human APOBEC3G; HeLa A3G-eYFP + Vif (tagged APOBEC3G with the HIV-1 protein that degrades it), YFP fluorescence, overnight; hit rate 0.076% among 410,000; Q9HC16; AID 602310; Potency, µM (highest dose often 46.1 µM), for the others: top-dose activity, negative = active, hits mostly inhibitors;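 further: on the % scale 0 is the no-effect control and ±100 the full control effect; nearly all actives have a fitted effect of over 60% in size; hits raise eYFP signal because A3G escapes Vif-driven loss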
#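 HeLa cells stably expressing Vif and C-terminally eYFP-tagged A3G, seeded overnight at 37 deg C, then exposed to compound by pintool overnight at 37 deg C. Rise in yellow fluorescence (Ex 488/Em 500-530, Acumen) marks blocked Vif-driven A3G degradation.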
# Vif-APOBEC3F blk – inhibitors of Vif-A3F interaction | hit rate 0.2% among 390,000 | Potency, µM (highest dose often 46.1 µM), inactives show top-dose activity, negative = active | HeLa A3F-eYFP + Vif (tagged APOBEC3F with the HIV-1 protein that degrades it), YFP fluorescence increase; further: % of control where 0% means no effect; nearly all actives have a fitted effect of over 65% in size
#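 HeLa cells stably expressing Vif plus C-terminally eYFP-tagged A3F were seeded, incubated overnight at 37 deg C, dosed with compound, incubated overnight again at 37 deg C. Yellow fluorescence (Ex 488/Em 500-530) reported blocked Vif-mediated A3F-eYFP degradation.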
# TrxR1 substrate – substrates of rat thioredoxin reductase 1 | Potency, µM (doses to about 114 µM), for the others: at the top dose activity change, negative = substrate turnover | purified TrxR1 substrate turnover, NADPH consumption readout | O89049 | hit rate 0.01% among 390,000; further: on the % scale 0 is the no-effect control and ±100 the full control effect; nearly all actives have a fitted effect of over 50% in size
#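 Rat TrxR1, dispensed at 90 nM, was prereduced with 400 uM NADPH (final) for 5 min at ~22 deg C, then incubated with compound 15 min before 400 uM selenite. A first-read NADPH fluorescence drop versus no-compound background flagged substrates.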
# An asterisk follows results filed as active; ? = inconclusive; . = not tested or not shown; [ ] = remark or other dose. The call rests on the fitted dose curve; in most records, active means well fitted curve in the direction sought with a large enough effect; inconclusive means small, poorly fitted or top-dose-only effect, or another doubt; inactive means no such curve, though single readings can be large; an effect the other way counts as inactive or inconclusive. Potency means the concentration at half of the fitted maximal effect. Not all compounds are listed. The share of hits here may be higher or lower than overall.
[1] CC1(C)OC(=O)C(=NNc2ccc(Cl)cc2)C(=O)O1
[2] CCn1nc(C)c(CN2CCC(C(=O)Nc3cccc(-c4cccc(Cl)c4)c3)CC2)c1C
[3] Cc1ccc(S(=O)(=O)NC(CC(C)C)C(=O)Oc2ccc3c4c(c(=O)oc3c2)CCC4)cc1 (stereo not given)
[4] S=C(NCCc1ccccc1)N1CCN(C2CCCCC2)CC1
[5] Cc1ccccc1-c1nc(CS(=O)(=O)CC(=O)NCc2ccc(F)cc2)c(C)o1
[6] COc1ccccc1C(CNc1ncnc2sc(C)c(C)c12)N(C)C (stereo not given)
[7] Cc1ccc(-n2nnnc2CNC(=O)C2CC(=O)N(c3ccc(F)cc3)C2)cc1C (stereo not given)
[8] Cc1cc(C)c(NC(=O)Cn2nc(-c3ccccc3)nc2-c2ccccc2)c(C)c1
entry no.	1	2	3	4	5	6	7	8
RGS4 inhibitor	6%	-29%	11%	-19%	-1%	-28%	4%	-13%
rTrxR1 inhibitor	-7%	23%	35%	2%	14%[57.1 µM]	4%	18%	1%
RXFP1 ag	0.2%	1.3%	-0.2%	0.5%	-1.2%	4.8%	1.1%	-0.3%
USP1-UAF1 inh	-19%	-12%	-24%	-6%	-9%	-17%	-16%	-3%
12-LOX inh	-6%	7%	7%[57.4 µM]	-3%	3%	-6%	?	-23%
IDH1 R132H inh	2%	5%	7%	-2%	-5%	5%	5%	-6%
Vif-A3G inh	6%	2%	-8%	2%	0%	3%	-7%	2%
Vif-APOBEC3F blk	-2%	-13%	-2%	-15%	9%	2%	1%	-10%
TrxR1 substrate	-9%	5%	77%[activator]	0%	8%[57.1 µM]	7%	5%	-3%

[9] Cc1cc(C)c(S(=O)(=O)Nc2ccccc2C(=O)OCC(=O)NCc2ccccc2)c(C)c1
[10] Cc1ccc2[nH]c(-c3ccccc3)c(CN3CCCC3)c(=O)c2c1
[11] Cc1cccc(CCNS(=O)(=O)c2ccc3c(c2)NC(=O)C(C)S3)c1 (stereo not given)
[12] COC(=O)CN(C)C(=O)c1ccc2nc(Cc3cccc(Cl)c3)oc2c1
[13] O=C(NCc1ccccc1Cl)C1CCCN(C(=O)c2cnn(-c3ccccc3)c2-n2cccc2)C1 (stereo not given)
[14] CCOC(=O)CNC(=O)Cn1nc(N2CCN(c3ccccc3)CC2)ccc1=O
[15] COc1ccc(NC(=O)CSc2ncnc3c2cnn3CCc2ccccc2)cc1
[16] Cc1ccc(C(=O)N/C(=C\c2cn(C)c3ccccc23)C(=O)NCCCN2CCOCC2)cc1
entry no.	9	10	11	12	13	14	15	16
RGS4 inhibitor	9%	-21%	10%	-4%	1%	4%	11%	71%[activator]
rTrxR1 inhibitor	3%[57.1 µM]	?	6%	-1%	-9%	-1%[57.1 µM]	-12%	0%
RXFP1 ag	0.2%	-1.2%	-1.0%	1.4%	-0.3%	-1.2%	6.5%	-0.1%
USP1-UAF1 inh	-8%	-12%	-12%	-13%	-22%	-19%	7%	2%
12-LOX inh	1%	8%	?	-2%	-15%	-8%	142%	-16%
IDH1 R132H inh	0%	4%	9%	-3%	0%	-12%	7%	0%
Vif-A3G inh	0%	2%	2%	1%	7%	-3%	2%	-3%
Vif-APOBEC3F blk	-1%	-8%	14%	-10%	1%	2%	-4%	-6%
TrxR1 substrate	7%[57.1 µM]	-8%[57.1 µM]	-9%	-9%	-11%	-3%[57.1 µM]	-11%	-7%

[17] CS(=O)(=O)N(CC(=O)N1CCCCC1)c1ccc(Cl)c(C(F)(F)F)c1
[18] CC(C)Oc1ccc(Cc2cnc(=S)[nH]c2N)cc1
[19] CCc1ccc(C2CC(=O)Oc3c2c(=O)n(C)c2ccccc32)cc1 (stereo not given)
[20] O=C(Cn1cnc2cc([N+](=O)[O-])ccc2c1=O)Nc1cccc2ccccc12
[21] O=C(CSc1nnc(C2CC2)n1-c1ccccc1)NCCc1ccccc1
[22] O=C(NN1CCOCC1)c1cccc(Cl)c1
[23] COc1ccccc1C(=O)Nc1cc2c(cc1N1CCCCC1)n(C)c(=O)n2C
[24] O=C(NC1CCN(Cc2ccccc2)CC1)c1cccc(S(=O)(=O)Nc2ccc(Br)cc2)c1
entry no.	17	18	19	20	21	22	23	24
RGS4 inhibitor	-10%	?	9%	-14%	17%	5%	6%	-5%
rTrxR1 inhibitor	18%	-14%	3%	14%	-8%[57.1 µM]	-9%	-13%	-14%
RXFP1 ag	2.7%	1.3%	2.7%	-0.6%	0.6%	-1.0%	1.0%	4.1%
USP1-UAF1 inh	-28%	-19%	-9%	-17%	6%	-3%	?	-20%
12-LOX inh	9%	35µM*	4%	32%	0%	-8%	-62%	?
IDH1 R132H inh	3%	6%	?	2%	-2%	0%	?	3%
Vif-A3G inh	-4%	-4%	-7%	0%	-4%	3%	-17%	0%
Vif-APOBEC3F blk	-7%	4%	2%	5%	-1%	0%	3%	-1%
TrxR1 substrate	-4%	-3%	13%[11.4 µM]	4%	3%	-7%	-6%	-3%

[25] CC(=O)c1ccc(NC(=O)c2cccc(NC(=O)c3ccccc3)c2)cc1
[26] Cc1cc(C)c2[nH]c(=O)c(C(c3nnnn3C(C)(C)C)N3CCN(C(=O)c4ccco4)CC3)cc2c1 (stereo not given)
[27] COc1ccc(NS(=O)(=O)c2ccc3nc(COc4ccc(Cl)c(C)c4)[nH]c3c2)cc1
[28] Cc1ccc(C23CC4CC(CC(C(=O)NN)(C4)C2)C3)cc1
[29] COc1ccc(-c2nc(-c3ccccc3)c(-c3ccc(F)cc3)[nH]2)c(OC)c1C
[30] CC(NC(=O)[C@H](C)NC(=O)[C@@H]1CSC2c3ccccc3C(=O)N21)c1ccccc1 (stereo not given in full)
[31] Cc1ccc(NC(=O)CN2C(=O)CCS(=O)(=O)c3ccccc32)cc1Cl
[32] COc1ccc(/C=C2\SC(=S)N(CCCC(=O)NC3CCCC3)C2=O)cc1OC
[33] CCCCCCSc1cc(-c2nc3ccc(C)cn3c2NCCCC)ccc1OC
[34] CC(=O)Nc1ccc(N2C(=O)CC(Sc3nc4ccccc4s3)C2=O)cc1 (stereo not given)
[35] Cc1ccc(NC(=O)CN(C)C(=O)c2ccc3[nH]c4c(c3c2)CC(C)CC4)cc1 (stereo not given)
entry no.	25	26	27	28	29	30	31	32	33	34	35
RGS4 inhibitor	-34%	?	-26%	17%	-1%	4%	3%	19%	-5%	-14%	-5%
rTrxR1 inhibitor	15%	16µM*	0%	4%	13%	15%	12%	-5%	29%	-24%	-27%
RXFP1 ag	1.9%	2.0%	2.6%	1.3%	6.5%	0.2%	-1.6%	.	.	1.3%	0.3%
USP1-UAF1 inh	-34%	-6%	2%	1%	?	-22%	-17%	-8%	-14%	-24%	-17%
12-LOX inh	-6%	-26%	?	-2%	?	11%	-2%	-5%	-27%	-2%	80%
IDH1 R132H inh	5%	5%	-6%	2%	-7%	1%	2%	-9%	4%	6%	-3%
Vif-A3G inh	1%	-8%	-1%	-2%	2%	-1%	-10%	-3%	-10%	4%	-11%
Vif-APOBEC3F blk	6%	-2%	-1%	1%	2%	-3%	-3%	-5%	?	-10%	-1%
TrxR1 substrate	-7%[57.1 µM]	18%	-4%	-2%	48%[activator]	0%	-3%	-3%	54%[activator]	3%	-6%

# A draw from above in order of formula weight, highest first.
[30] CC(NC(=O)[C@H](C)NC(=O)[C@@H]1CSC2c3ccccc3C(=O)N21)c1ccccc1 (stereo not given in full)
[23] COc1ccccc1C(=O)Nc1cc2c(cc1N1CCCCC1)n(C)c(=O)n2C
[31] Cc1ccc(NC(=O)CN2C(=O)CCS(=O)(=O)c3ccccc32)cc1Cl
[29] COc1ccc(-c2nc(-c3ccccc3)c(-c3ccc(F)cc3)[nH]2)c(OC)c1C
[11] Cc1cccc(CCNS(=O)(=O)c2ccc3c(c2)NC(=O)C(C)S3)c1 (stereo not given)
[6] COc1ccccc1C(CNc1ncnc2sc(C)c(C)c12)N(C)C (stereo not given)
entry no.	30	23	31	29	11	6
RGS4 inhibitor	4%	6%	3%	-1%	10%	-28%
rTrxR1 inhibitor	15%	-13%	12%	13%	6%	4%
RXFP1 ag	0.2%	1.0%	-1.6%	6.5%	-1.0%	4.8%
USP1-UAF1 inh	-22%	?	-17%	?	-12%	-17%
12-LOX inh	11%	-62%	-2%	?	?	-6%
IDH1 R132H inh	1%	?	2%	-7%	9%	5%
Vif-A3G inh	-1%	-17%	-10%	2%	2%	3%
Vif-APOBEC3F blk	-3%	3%	-3%	2%	14%	2%
TrxR1 substrate	0%	-6%	-3%	48%[activator]	-9%	7%
